Screening data from PubChem.
RGS7-Gao = RGS7-Galphao binding modulators, primary screen, biochemical, multiplexed bead flow cytometry; hit rate 0.35% among 220,000; binding response (% of control), % at 10 µM; actives lie on both sides; Guanine nucleotide-binding protein G(o) subunit alpha (Homo sapiens), P09471; AID 1439, 2008; in the data active = binding response below about 49% or above about 150%;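 also: fluorescent Galphao held in activated GDP-AlF4 state binding bead-coupled RGS7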
Target sequence (P09471 whole entry, looked up): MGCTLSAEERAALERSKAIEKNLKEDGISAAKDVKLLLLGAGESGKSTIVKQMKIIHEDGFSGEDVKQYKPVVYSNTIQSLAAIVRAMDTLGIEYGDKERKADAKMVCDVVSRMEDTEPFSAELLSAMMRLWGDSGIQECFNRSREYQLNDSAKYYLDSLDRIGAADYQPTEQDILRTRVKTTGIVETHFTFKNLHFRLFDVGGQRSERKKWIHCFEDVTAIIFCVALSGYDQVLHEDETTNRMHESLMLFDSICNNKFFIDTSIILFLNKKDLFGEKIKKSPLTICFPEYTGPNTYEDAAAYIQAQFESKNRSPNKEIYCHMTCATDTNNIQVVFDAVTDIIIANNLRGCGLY
RGS4-Gao reg = modulators of RGS4 binding to Galphao, primary screen, biochemical, multiplexed bead flow cytometry. binding response (% of control), % at 10 µM. hit rate 0.33% among 220,000. actives lie on both sides. AID 1415, 2008. Guanine nucleotide-binding protein G(o) subunit alpha (Homo sapiens), P09471; in the data active = binding response below about 49% or above about 150%; inactive = in between;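 also: fluorescent Galphao activated with aluminum fluoride binding bead-coupled RGS4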
Bim-Bcl-2 = inhibitors of Bim-Bcl-2 binding, primary screen, biochemical, multiplexed, human Bcl-2 family; Bead-based flow cytometry, Bim peptide-Bcl-2 binding; AID 950, 2007; inhibition, % at 10 µM; hit rate 0.06% among 190,000; in the data active = inhibition above about 40%;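 also: 0% = no compound wells with probe peptide and 100% = reference peptide inhibitor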
Target sequence (P10415 whole entry, looked up): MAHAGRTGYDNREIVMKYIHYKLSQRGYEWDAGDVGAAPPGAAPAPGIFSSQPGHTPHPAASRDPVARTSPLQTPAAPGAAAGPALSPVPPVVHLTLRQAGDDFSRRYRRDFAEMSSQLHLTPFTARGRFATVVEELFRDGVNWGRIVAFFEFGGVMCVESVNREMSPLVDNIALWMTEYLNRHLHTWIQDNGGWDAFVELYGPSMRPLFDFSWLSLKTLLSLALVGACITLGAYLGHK
ABCG2 block = ABCG2 efflux pump inhibitors, primary screen, multiplex with ABCB1, IgMXP3 cells, flow cytometry | JC-1 efflux | inhibition, % at 6.6 µM | hit rate 0.1% among 190,000 | AID 1325, 2008;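 active = inhibition above 80%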;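 also: 0% = DMSO and 100% = nicardipine control wells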
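Test system: IgMXP3 (ABCG2) plus far-red-tagged CCRF-Adr (ABCB1) cells. Reagent: JC-1 dye as substrate. Timing: 10 min exposure at 25 °C with rotation, no wash. Measured by: flow cytometric JC-1 green MFI at 530 nm. Read-out: percent efflux inhibition, scaled nicardipine 100% to DMSO 0%. Control set: nicardipine and DMSO wells.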
Bim-Bfl-1 = inhibitors of Bim binding to Bfl-1, primary screen, biochemical, multiplexed, bead-based flow cytometry; AID 1008, 2008; inhibition, % at 10 µM; Bim-Bfl-1 binding inhibition; hit rate 0.12% among 190,000;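 also: 0% = wells without compound plus tracer and 100% = blocker peptide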
ABCB1 block = ABCB1 efflux pump inhibitors, primary screen, cell-based, multiplex, flow cytometry, ABCG2 counter-screen. AID 1326, 2008. ATP-dependent translocase ABCB1 (Homo sapiens), P08183. hit rate 0.067% among 190,000. inhibition, % at 6.6 µM. CCRF-Adr cells, JC-1 efflux; in the data active = inhibition above about 40%;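 also: 0% = vehicle and 100% = reference inhibitor; higher value means more JC-1 retained so stronger ABCB1 efflux block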
Avidin fluor = green autofluorescence of compounds with avidin beads – biophysical, 488/530 nm, flow cytometry, artefact control, profiling panel; compound fluorescence 488/530 nm; stronger effect = higher value; fluorescence (KMESF) at 10 µM; hit rate 0.38% among 220,000; AID 1775, 2009; in the data active = fluorescence above about 47; also: inactives centre near 10
Bcl-W Bim block = inhibitors of Bim binding to Bcl-W, primary screen, biochemical, multiplexed, bead-based flow cytometry; Bim peptide-Bcl-W binding; Bcl-2-like protein 2 (Homo sapiens), Q92843; inhibition, % at 10 µM; AID 952, 2007; hit rate 0.02% among 190,000;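 also: 0% = bound tracer without compound and 100% = peptide blocker; higher means less fluorescent Bim peptide bound to Bcl-W beads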
Target sequence (Q92843 whole entry, looked up): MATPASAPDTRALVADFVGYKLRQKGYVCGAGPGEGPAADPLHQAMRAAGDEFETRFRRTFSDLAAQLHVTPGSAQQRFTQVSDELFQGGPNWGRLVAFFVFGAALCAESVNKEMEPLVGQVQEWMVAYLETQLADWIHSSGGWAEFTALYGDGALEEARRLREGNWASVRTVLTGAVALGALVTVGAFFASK
GSH bead fluor = compound fluorescence on glutathione beads, profiling panel, artefact control, biophysical, 488/530 nm, flow cytometry; hit rate 0.25% among 190,000; GSH beads flow cytometry, compound fluorescence 488/530 nm; stronger effect = higher value; fluorescence (KMESF) at 10 µM; in the data active = fluorescence above about 89;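 also: glutathione beads carrying GST-tagged Bcl family fusion proteins plus one bare bead set; values are compound well signal with DMSO vehicle wells as background; inactives centre near 16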
Bim-Bcl-B = inhibitors of Bim-Bcl-B binding, primary screen, biochemical, multiplexed, human Bcl-2 family | bead-based flow cytometry, Bim peptide-Bcl-B binding | inhibition, % at 10 µM | Bcl-2-like protein 10 (Homo sapiens), Q9HD36 | AID 951, 2007 | hit rate 0.073% among 190,000;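 also: 0% = tracer peptide without compound and 100% = reference inhibitor peptide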
Bim-Bcl-XL = inhibitors of Bim-Bcl-XL binding, primary screen, biochemical, multiplexed, bead flow cytometry, human Bcl-XL | Bcl-2-like protein 1 (Homo sapiens), Q07817 | Bim peptide-Bcl-XL binding, fluorescence | inhibition, % at 10 µM | hit rate 0.04% among 190,000
Active calls of the source: *. Rule as the data show it, unless noted: active = inhibition above about 40%.

Sequence of screens – RGS7-Gao	RGS4-Gao reg	Bim-Bcl-2	ABCG2 block	Bim-Bfl-1	ABCB1 block	Avidin fluor	Bcl-W Bim block	GSH bead fluor	Bim-Bcl-B	Bim-Bcl-XL
CC(C)(C)N(CC#CCC1(O)c2ccccc2-c2ccccc21)CCO
    98	97	0	0	-5	0.8	13	-5	12	0	-2
COc1ccc(CCCC(=O)Nc2ccccc2F)cc1
    102	99	-4	0	0	0.0	2	-3	6	-7	-8
O=C(Oc1ccc(C(=S)N2CCOCC2)cc1)c1ccc(Br)cc1
    108	99	-4	0	-4	-0.3	6	-2	8	-3	-3
O=c1nc2sc3ccccc3n2c(=O)n1-c1cccc(Cl)c1
    98	102	-3	1	-12	-0.5	4	-1	17	-1	-3
Nc1nnc(SCc2cccnc2)s1
    74	73	-10	1	-12	0.1	6	-2	30	-8	-5
CCC(C)C(=O)N1CCc2cc(-c3csc(N)n3)ccc21 (stereo not given)
    98	97	-4	3	1	0.3	14	-1	9	0	-2
CCOc1ccc(N(CC(=O)O)S(=O)(=O)c2ccc(OC)c(OC)c2)cc1
    102	103	-1	0	-1	0.2	8	-3	21	-1	0
Fc1ccc(NC(=S)NCCN2CCOCC2)cc1
    101	100	-3	-4	-5	1.4	8	-1	15	-7	-3
Cc1ccc2c(c1)[C@@H](O)C[C@@H](C)N2N=O
    96	98	-8	-8	-9	-0.6	6	0	12	-5	-1
FC(F)(F)c1nc(-c2cccs2)ncc1-c1nnnn1-c1ccc(Cl)cc1
    124	132	-5	1	-6	0.0	5	0	39	-6	-1
CCC(C)(C)NC(=O)c1ccc2c(c1)N(CC(=O)OC)C(=O)C(C)(C)O2
    99	97	-1	4	-7	0.9	26	1	23	-5	0
CC(=O)Nc1ccc(N2C(=O)CCC2=O)cc1C
    104	103	1	0	-10	0.1	9	4	15	0	0
CC(=O)C1C(c2cccc([N+](=O)[O-])c2)C2C(C)=NN=C2CC1(C)O (stereo not given)
    101	101	-12	12	-5	0.1	12	-1	16	-13	-5
CC1CCCN(C2=C(Cl)C(=O)N(c3cccc(Cl)c3)C2=O)C1 (stereo not given)
    99	100	0	2	0	0.7	13	0	8	-7	-4
COC(=O)c1cc2nc(-c3ccccc3)cc(C)n2n1
    98	100	-3	3	-6	0.2	21	2	22	-4	-1
O=C(COc1ccc(S(=O)(=O)NCCc2ccccc2)cc1)N1CCCC1
    97	100	-7	3	-12	1.1	13	-2	35	-8	2
O=S(=O)(c1ccc2c(c1)N(Cc1ccc(Cl)cc1)C1CCCN21)N1CCOCC1 (stereo not given)
    106	105	0	2	2	0.5	37	-2	12	2	0
O=c1c2ccccc2nnn1CSc1nnc2ccccn12
    96	98	-7	1	-11	0.0	7	4	16	-2	0
Cc1ccc(C(=O)NC(C)CCc2ccccc2)cc1[N+](=O)[O-] (stereo not given)
    102	104	-14	24	-22	0.3	12	-3	22	-8	-8
CC(OC(=O)c1cc2sccc2n1C)C(=O)NC(C)(C)C (stereo not given)
    106	103	0	3	-5	0.5	8	0	23	0	2
COC(=O)/C=C1\SC(=Nc2ccc(OC)cc2)NC1=O
    97	102	0	9	0	0.8	8	0	17	-1	0
O=C(Nc1ccccc1)C(Cc1ccccc1)NC(=O)C12CC3CC(CC(C3)C1)C2 (stereo not given)
    98	101	-2	1	-3	0.3	13	1	61	2	0
Nc1ccc(Nc2ccccc2)cc1
    91	87	0	-1	8	-0.6	21	1	8	-1	-3
O=[N+]([O-])c1ccc(-n2nnnc2CN2CCOCC2)cc1
    104	102	-2	7	-1	0.8	12	1	11	2	2
Cc1c(C(=O)NCc2ccc3c(c2)OCO3)sc2nc(-c3ccccc3)cn12
    100	101	-10	7	-13	0.9	9	-2	13	-9	-4
C/C(N)=C(/C#N)C(=O)CN1CCCCC1
    99	100	-1	-1	-4	-0.3	4	4	26	-2	3
COc1cc(CCC(=O)OCC(=O)Nc2ccccc2C(C)C)cc(OC)c1OC
    95	97	-2	29	0	-0.1	17	-4	11	-1	0
Cc1ccc(/C(O)=C2/C(=O)C(=O)N(CCN3CCOCC3)C2c2ccccn2)cc1 (stereo not given)
    100	103	-9	15	-18	2.7	14	-2	31	-9	-2
COc1ccc(C(=O)Nc2nc3cc(OC)c(OC)cc3c(=O)[nH]2)cc1
    101	101	-9	15	-10	1.6	5	0	26	-7	-7
O=C(Cn1ncn2c(cc3ccccc32)c1=O)NCCC1=CCCCC1
    98	101	1	1	0	0.4	33	-2	15	0	-4

Copied from the listing, 3 compounds:
Sequence of screens – RGS7-Gao	RGS4-Gao reg	Bim-Bcl-2	ABCG2 block	Bim-Bfl-1	ABCB1 block	Avidin fluor	Bcl-W Bim block	GSH bead fluor	Bim-Bcl-B	Bim-Bcl-XL
Cc1ccc(/C(O)=C2/C(=O)C(=O)N(CCN3CCOCC3)C2c2ccccn2)cc1 (stereo not given)
    100	103	-9	15	-18	2.7	14	-2	31	-9	-2
COc1ccc(C(=O)Nc2nc3cc(OC)c(OC)cc3c(=O)[nH]2)cc1
    101	101	-9	15	-10	1.6	5	0	26	-7	-7
O=C(Cn1ncn2c(cc3ccccc32)c1=O)NCCC1=CCCCC1
    98	101	1	1	0	0.4	33	-2	15	0	-4

More results.
Sequence of screens – RGS7-Gao	RGS4-Gao reg	Bim-Bcl-2	ABCG2 block	Bim-Bfl-1	ABCB1 block	Avidin fluor	Bcl-W Bim block	GSH bead fluor	Bim-Bcl-B	Bim-Bcl-XL
COC(=O)c1ccccc1NC(=O)Nc1nnc(N2CCCCC2C)s1 (stereo not given)
    106	110	-2	3	-3	-0.4	7	-5	13	-5	-8
Cc1nc2ccc(NC(=O)c3ccc(S(=O)(=O)N(C)c4ccccc4)cc3)cc2s1
    103	100	-2	2	0	0.4	11	0	4	-1	-1
CC12CN(S(=O)(=O)c3ccccc3)CC(C)(CN(S(=O)(=O)c3ccccc3)C1)C2
    102	104	-10	9	-16	0.0	15	0	36	-8	-12
CNS(=O)(=O)c1cccc(C(=O)OCC(=O)N(Cc2ccccc2)C(C)(C)C)c1
    95	97	-1	3	0	0.6	12	0	23	-1	-2
O=c1c(Cc2c(F)cccc2Cl)c(O)ccn1CCCN1CCOCC1
    99	100	0	0	0	-0.3	8	-2	15	3	-1
COc1ccc(C(=O)N/C(N)=N/c2nc3ccccc3o2)cc1
    99	100	0	1	-1	0.0	10	-1	5	0	-4
Cc1cccc(OCc2nnc(SCC(=O)Nc3cccc(C(=O)N4CCOCC4)c3)n2C)c1
    98	101	-6	3	-3	0.9	3	-4	9	-4	-9
COc1ccc(Cl)cc1NC(=O)C(C)N(C)Cc1cccc(Cl)c1Cl (stereo not given)
    100	101	-11	9	-11	1.5	23	-2	15	-9	-5
CCCOc1ccccc1NC(=O)/C=C/C(N)=O
    100	102	-8	1	-14	0.1	12	1	54	-6	-18
CC(C)(C)NC(=S)NNC(=O)c1ccccc1Cl
    101	101	-4	-1	1	0.5	6	-5	12	-8	-7
CCOc1ccc(S(=O)(=O)N2Cc3ccccc3CC2C(=O)NCCCn2ccnc2)cc1 (stereo not given)
    93	97	-8	2	-11	0.9	14	-1	34	-7	-6
NC(=S)N/N=C1/CCSc2ccc3ccccc3c21
    104	103	0	10	2	0.5	17	1	26	0	1
COc1ccc(/C=N/NC(=O)c2cc(C)on2)c2ccccc12
    101	102	2	5	-1	-0.1	10	0	9	1	-2
CC/C(=N\NS(C)(=O)=O)c1ccccc1
    97	97	-9	2	-14	0.4	11	-1	12	-4	-3
CN(c1ccc(OCC(=O)N2CCOCC2)cc1)S(=O)(=O)c1ccc(F)cc1
    101	99	-2	1	-2	0.6	8	-2	65	2	-2
Cc1nc(N/C(N)=N/S(=O)(=O)c2ccc([N+](=O)[O-])cc2)nc2ccccc12
    100	98	-1	54	-3	3.9	15	0	8	-2	-1
COC(=O)c1ccc(CSc2nc3sc(C(=O)O)c(C)c3c(=O)[nH]2)cc1
    95	102	0	15	-3	0.8	10	0	19	-2	-1
Cc1c(C(=O)Nc2ccc(Cl)cc2)c2ccccn2c1CCc1ccncc1
    101	100	-2	8	0	6.4	8	-6	11	-7	-5
Cc1ccccc1OC(=O)CCC(=O)OCCCC(F)(F)C(F)(F)F
    96	98	-10	5	-15	1.0	10	-1	23	-9	-5
Cn1c(=O)oc2cc(S(=O)(=O)N3CCCC(C(=O)NC4CCCc5ccccc54)C3)ccc21 (stereo not given)
    105	102	-7	2	-9	1.4	6	0	18	-2	0
COC(=O)c1ccc(Cn2nc(C(F)(F)F)cc2C)cc1
    100	102	2	2	0	0.5	6	-3	20	0	0
Cn1c(=O)c2c(ncn2Cc2nnc(N)s2)n(C)c1=O
    101	104	0	2	-3	0.4	13	1	27	0	-3
O=S(=O)(c1cccc2nsnc12)N1CCCC1
    104	102	-1	1	-3	0.4	33	0	16	-1	0
